Bioassay records (PubChem BioAssay)
Lipid storage S3: qHTS Assay for Lipid Storage Modulators in Drosophila S3 Cells; Drosophila S3 cells, BODIPY lipid droplet fluorescence, 18-24 h; cells fed with added oleic acid; 320,000 tested, 0.64% active; lipid storage change, negative = inhibition, % at the top dose, mostly 46.1 µM; hits show Potency in µM; active = well fitted inhibition curve with a large enough effect in the signal ratio, with a control signal flat, not every such curve was filed as active; inconclusive = small, poorly fitted or top-dose-only effect, or effect the other way, or a change in a side signal; the % refers to the signal ratio
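Drosophila S3 cells got compounds at several concentrations plus oleic acid (400 uM solution). Laser-scanning cytometry with 488 nm excitation read lipid droplets at 500-530 nm and cells at 575-640 nm. Percent activity was relative to 20 uM Triacsin C.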
Lipid storage S3 cell count max: second read-out of Lipid storage S3, no call of its own (marks repeat the call); cell number change, %; measured here: cell count max response;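 cells counted by Cell Tracker Red CMTPX staining in the red channel; peak over a dose series mostly up to 46.1 µM; percent activity relative to internal control wells on each plate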
Starred values were filed as active, the others as inactive; i = inactive; ? = inconclusive; · = not tested or not shown. % is set by controls: 0 for no effect and ±100 for the full control effect; potency is the fitted concentration of half-maximal effect. Only part of the results is shown. The share of hits here may be higher or lower than overall.

SMILES	Lipid storage S3	Lipid storage S3 cell count max
Nc1ncnc2sc3c(c12)CCNC3	9.6%	4.7
O=C(COC(=O)CCc1ccccc1)Nc1cc(S(=O)(=O)N2CCOCC2)ccc1N1CCCC1	i	·
Cn1c(Cn2c(=O)sc3ccccc32)nnc1SCC(=O)Nc1ccc(F)cc1	-0.6%	-1.0
Cc1ccc(-c2cn3nc(C)c(C)nc3n2)cc1	?	·
Cc1cccc(N2CCN(C(=O)c3ccc(NC(=O)C4CCCO4)cc3)CC2C)c1 (centres undefined)	18.9%	8.5
CCN(CC)S(=O)(=O)c1ccc(Cl)c(C(=O)OC2CC(C)OC2=O)c1 (centres undefined)	?	·
CCOC(=O)N1CCN(S(=O)(=O)c2ccc(C(=O)Nc3nc4ccc(F)cc4s3)cc2)CC1	?	·
O=C(c1ccccc1F)N(Cc1ccccc1)Cc1ccccc1	?	·
CC(=O)Nc1ccc(NC(=O)CN(c2cccc(C)c2)S(C)(=O)=O)cc1	?	·
CCOC(=O)c1cc(-c2ccc([N+](=O)[O-])cc2)nc2c1c(=O)[nH]c(=O)n2Cc1ccccc1	?	·
Cc1nn(C)cc1S(=O)(=O)N1CCN(Cc2cccc(Cl)c2)CC1	?	·
N#Cc1ccccc1Cn1c(=O)n(Cc2ccc(C(=O)NCc3ccco3)cc2)c(=O)c2sccc21	28.2%	4.5
CC(NC(=S)Nc1ccccc1Cl)C(c1cccs1)N1CCCC1 (centres undefined)	?	·
Cc1cc(C)n(C(=O)CN(C)S(=O)(=O)c2ccc([N+](=O)[O-])cc2)n1	11.4%	11.1
CC(C)NC(=O)c1ccccc1NC(=O)/C=C/c1ccc([N+](=O)[O-])cc1	-14.9%	-20.8
CCCNS(=O)(=O)c1cc(Cl)ccc1OC	?	·
CCOC(=O)N1CCN(C(=O)CCCOc2ccccc2)CC1	?	·
COc1ccc(C(=O)c2c[nH]c(C(=O)NCCCN3CCOCC3)c2)cc1	12.0%	20.6
OCc1nc2ccccc2n1CC(O)Cn1ccc2ccccc21 (centres undefined)	i	·
COCCN(Cc1ccccc1)C(=O)c1ccc2c(=O)n3c(nc2c1)CCC3	?	·
CCCCCC(=O)Nc1ccc(C(=O)COC(=O)Cn2cnc3c2c(=O)n(C)c(=O)n3C)cc1	?	·
c1ccc2c(c1)CNC1(CCCCC1)C2	?	·
Cc1ccc(OCC(=O)Nc2nnc(S(=O)(=O)N3CCC(C)CC3)s2)cc1	i	6.3
CC1CCc2c(sc(NC(=O)CCCn3cnc([N+](=O)[O-])n3)c2C(N)=O)C1 (centres undefined)	24.0%	7.8
C/C(=N\N=C(/N)c1nonc1N)c1ccc2c(c1)OCO2	-8.2%	-16.2
Next part.
SMILES	Lipid storage S3	Lipid storage S3 cell count max
Nc1ncccc1OCc1ccc(Br)cc1	-14.7%	-24.7
COc1ccc(-c2nnc(SCC(=O)N3CCc4ccccc4C3)o2)cc1	i	-12.9
CCCCC(=O)NC(c1ccc(N(C)C)cc1)c1ccc2cccnc2c1O (centres undefined)	?	·
O=C(COc1ccc(S(=O)(=O)NC2CCCCC2)cc1)NCc1ccccn1	?	·
CN1C(=O)NC(c2ccccc2)C2=C1CN(c1ccc3ccccc3c1)C2=O (centres undefined)	?	·
COC(=O)c1cc(C(=O)Nc2ccc(S(=O)(=O)NC(C)(C)C)cc2)cc([N+](=O)[O-])c1	?	·
NS(=O)(=O)c1cc(C(=O)OCC(=O)Nc2ccc3[nH]c(=O)[nH]c3c2)ccc1Cl	-3.4%	-9.0
CC(=O)N1CCOc2ccc(S(=O)(=O)N3CCC(C(=O)NCc4ccc(F)cc4)CC3)cc21	i	-7.1
CC(CN1CCN(C)CC1)OC(=O)c1ccc(F)cc1 (centres undefined)	-1.3%	-2.2
COc1ccc(S(=O)(=O)N2CCOCC2)cc1NC(=O)c1ccc2c(c1)OCCO2	?	·
O=C(Nc1ccc2c(c1)C(=O)OC2)c1ccc(Cl)cc1Cl	?	·
O=C1NCCN(Cc2ccc(Cl)c(F)c2)C1CC(=O)N1CCCO1 (centres undefined)	?	·
COCC(C)NC(=O)c1ccc(CN2CCc3ccccc3C2)cc1 (centres undefined)	?	·
COc1ccc(-c2csc(Nc3ccc(S(=O)(=O)Nc4cc(C)on4)cc3)n2)cc1	?	·
COc1cccc(NC(=O)[C@@H]2CCCN2C(=O)C2CCN(S(=O)(=O)c3ccc(C)cc3)CC2)c1	?	·
O=C(O)Cc1ccc(C(=O)c2ccc(F)cc2)s1	?	·
Cc1cccc(-n2nc3c(c2NC(=O)c2ccc(S(=O)(=O)N4CCOCC4)cc2)CSC3)c1C	i	·
Cc1ccc(C)c(S(=O)(=O)Nc2cc3c4c(c2)CCC(=O)N4CCC3)c1	?	·
O=C(N/N=C/c1ccccc1Cl)c1n[nH]c2c1CCCC2	i	7.0
CC(C)Cc1ccc(CN2CCCC(NC(=O)Cn3cnnn3)C2)cc1 (centres undefined)	-21.5%	10.8
COc1ccc(OCC(O)CNCc2ccco2)cc1 (centres undefined)	?	·
COc1ccc(CC(=O)Nc2ccc(C(=O)NC(C)(C)C)cc2)cc1	10.6%	1.3
COc1ccc(S(=O)(=O)N(CC(=O)NCc2ccccn2)Cc2ccccc2)cc1	?	·
N#Cc1c(-c2ccccc2)cc(-c2ccccc2)nc1SCC(=O)O	i	10.8
O=C(c1ccc(Cn2cc(Cl)cn2)o1)N1CCN(Cc2ccc3c(c2)OCO3)CC1	?	·
(continued)
SMILES	Lipid storage S3	Lipid storage S3 cell count max
COc1ccccc1CCC(=O)NC1CCCN(c2ccc(C(F)(F)F)cn2)C1 (centres undefined)	?	·
COc1ccc(C=O)cc1COc1c(F)c(F)cc(F)c1F	?	·
CCCC(=O)Nc1nc2ccc(C(=O)OCC)cc2s1	?	·
O=C1c2sc3nc4n(c(=O)c3c2CCC1Br)CCCCC4 (centres undefined)	-15.2%	-17.7
CCN(C(=O)COC(=O)c1ccc(C)c(S(=O)(=O)N2CCOCC2)c1)C1CCS(=O)(=O)C1 (centres undefined)	?	·
O=C(Nc1ccc(Cl)cc1)c1ccc2c(=O)n3c(nc2c1)CCCCC3	i	22.2
CC(C(=O)N1CCCC1)N(C)CC(=O)Nc1cccc(F)c1 (centres undefined)	6.7%	-23.3
O=C(CSc1nnc(Cc2cc(=O)[nH]c(=O)[nH]2)n1-c1ccccc1)NCC1CCCO1 (centres undefined)	?	·
CCn1nc(C(=O)Nc2cccc(C(F)(F)F)c2)c(Cl)c1Cl	12.7%	-12.9
O=C(Nc1nccs1)c1cc([N+](=O)[O-])ccc1Cl	i	-19.3
C/C(=N\Nc1nncc2ccccc12)c1ccc(C(C)(C)C)cc1	16.0%	12.0
CN(Cc1nc(Cc2cccc(C(F)(F)F)c2)no1)C1CC(C)(C)NC(C)(C)C1	-3.7%	1.5
CCOc1ccccc1CN1CCC(n2nccc2NC(=O)CCc2ccccc2)CC1	?	·
Cc1cc(=O)[nH]c(-n2[nH]c(C)cc2=O)n1	-10.3%	-17.6
Cc1ccc(SCCNC(=O)CN(c2ccc3c(c2)OCO3)S(C)(=O)=O)cc1	?	·
Cc1cc(=O)oc2cc(OC(C)C(=O)NCCc3ccc(S(N)(=O)=O)cc3)ccc12 (centres undefined)	?	·
COc1ccc(CNC(=O)C(C)OC(=O)Cn2cnc3c2c(=O)n(C)c(=O)n3C)cc1 (centres undefined)	i	·
O=C(Nc1nc(=O)c2ccccc2s1)c1ccc(F)cc1	?	·
OC1=C(O)c2nc3cc(F)ccc3nc21	-4.0%	11.8
Nc1ccc(-c2nc3c(Cl)cc(N)cc3[nH]2)cc1	?	·
Nc1c(C(=O)NCc2ccco2)c2nc3ccccc3nc2n1CCc1ccccc1F	?	·
CCCN(CCC)S(=O)(=O)c1nc2nc(C)cc(C)n2n1	0.0%	8.8
COc1cc(N)cc(NC(=O)c2ccncc2)c1	12.3%	17.9
O=C(Nc1ccccc1)c1ccc(NCCN2CCOCC2)c(S(=O)(=O)N2CCOCC2)c1	-3.2%	1.6
NC(=O)c1sc2nc(-c3cccs3)ccc2c1N	-8.6%	·

Four entries from above, reformatted.
> O=C(Nc1ccc(Cl)cc1)c1ccc2c(=O)n3c(nc2c1)CCCCC3
  Lipid storage S3 = i	Lipid storage S3 cell count max = 22.2

> O=C(Nc1nccs1)c1cc([N+](=O)[O-])ccc1Cl
  Lipid storage S3 = i	Lipid storage S3 cell count max = -19.3

> CCCN(CCC)S(=O)(=O)c1nc2nc(C)cc(C)n2n1
  Lipid storage S3 = 0.0%	Lipid storage S3 cell count max = 8.8

> CN(Cc1nc(Cc2cccc(C(F)(F)F)c2)no1)C1CC(C)(C)NC(C)(C)C1
  Lipid storage S3 = -3.7%	Lipid storage S3 cell count max = 1.5

(next part)
SMILES	Lipid storage S3	Lipid storage S3 cell count max
Cn1c(=O)c2c(nc(NCC3CCCO3)n2Cc2ccccc2)n(C)c1=O (centres undefined)	0.5%	3.8
O=C(c1cc2cc(C(F)(F)F)ccc2s1)N1CCOCC1	?	·
Cc1cccc(Nc2nc(N)nc(-c3oc4ccccc4c3C)n2)c1	?	·
CCN1CCN(C(c2cccs2)C(C)NC(=S)Nc2cc(C)ccc2C)CC1 (centres undefined)	?	·
COc1ccc(CCC(=O)Nc2ccc(C)c(S(=O)(=O)N(C)C)c2)cc1OC	7.7%	11.1
NC(=O)C1=C[C@@H](c2coc3ccccc3c2=O)C[C@@H](OCc2ccc(CO)cc2)O1	12.2%	16.0
COc1ccc(OCC(=O)Nc2cc3oc4ccccc4c3cc2OC)cc1	?	·
O=C(CCN1C(=O)S/C(=C\c2cccs2)C1=O)Nc1nccs1	-5.5%	·
CSc1nc(C)c2c(n1)N(c1ccc(O)cc1)CC2	11.7%	28.7
CCNc1nc(SC(C)C(=O)OC)nc(N2CCOCC2)n1 (centres undefined)	?	·
COc1cc(NC(=O)COC(=O)[C@@H]2CCCN2S(=O)(=O)c2ccc(Cl)cc2)cc(OC)c1OC	-0.5%	-2.1
CCOc1ccc(NC(=O)c2ccccc2OCC(=O)c2ccccc2)cc1	?	·
COc1ccc(CC(C)N2CCN(c3ccccc3OC)CC2)cc1OC (centres undefined)	0.3%	-12.4
COc1cc2c(cc1OC)CN(c1ccc(C(F)(F)F)cn1)CC2	?	·
COc1ccc(-c2csc(Nc3ccc(S(=O)(=O)Nc4cc(OC)nc(OC)n4)cc3)n2)cc1	?	·
COc1ccc(NC(=S)N(CCC(C)C)C2CCN(C(C)C)CC2)cc1Cl	-25.4%	-5.0
Cc1cc(N2CCOCC2)nc2ccc(NC(=O)CCC(=O)N3CCN(c4ccc(F)cc4)CC3)cc12	?	·
Cc1nn(C)c(C(=O)N/N=C/c2cccc(Oc3ccccc3)c2)c1Br	?	·
Cc1csc(SCC(=O)Nc2cc(S(=O)(=O)N3CCCC3)ccc2Cl)n1	i	-4.1
O=C(Nc1ccc(F)cc1F)c1c(C(F)(F)F)ccnc1Oc1cccc(C(F)(F)F)c1	1.0%	12.5
C=Cn1cc[n+](CC(=O)c2ccc(OC)cc2)c1	-16.1%	7.7
CN1CCN(C(=O)C23CC4CC(CC(C4)C2)C3)CC1	?	·
O=C(O)c1ccc2c(=O)n3c(nc2c1)/C(=C/c1ccc(OC(F)F)cc1OC(F)F)CC3	?	·
CCOC(=O)C1=C(C)NC(=O)N(C(C)=O)C1c1ccc(Cl)cc1 (centres undefined)	14.3%	-24.3
COc1cc(/C=N/NC(=O)c2nc(-c3ccccc3)n(-c3ccccc3)n2)ccc1O	6.6%	-0.4

Reprinted from the part before: six entries; new compounds follow.
SMILES	Lipid storage S3	Lipid storage S3 cell count max
O=C(Nc1ccc(F)cc1F)c1c(C(F)(F)F)ccnc1Oc1cccc(C(F)(F)F)c1	1.0%	12.5
C=Cn1cc[n+](CC(=O)c2ccc(OC)cc2)c1	-16.1%	7.7
CN1CCN(C(=O)C23CC4CC(CC(C4)C2)C3)CC1	?	·
O=C(O)c1ccc2c(=O)n3c(nc2c1)/C(=C/c1ccc(OC(F)F)cc1OC(F)F)CC3	?	·
CCOC(=O)C1=C(C)NC(=O)N(C(C)=O)C1c1ccc(Cl)cc1 (centres undefined)	14.3%	-24.3
COc1cc(/C=N/NC(=O)c2nc(-c3ccccc3)n(-c3ccccc3)n2)ccc1O	6.6%	-0.4
CC1(c2nnc(-c3ccc(F)cc3)o2)CC(c2ccccc2)=NO1 (centres undefined)	?	·
CCOc1cc(C=O)ccc1OCC(=O)NC(C)(C)C	-2.7%	0.9
NS(=O)(=O)c1ccc(NC(=O)CN2C(=O)C3C4C=CC(C4)C3C2=O)cc1 (centres undefined)	-20.2%	-9.0
COc1cccc(-c2nc(CS(=O)(=O)c3ccccc3)no2)c1	i	·
O=C(CCCN1C(=O)c2ccccc2C1=O)Nc1ccc(S(=O)(=O)N2CCOCC2)cc1	?	·
CC(Nc1cc(N2CCOCC2)ccc1[N+](=O)[O-])c1ccccc1 (centres undefined)	-0.5%	-3.8
CC(=O)c1cccc(S(=O)(=O)Nc2cc(C(F)(F)F)ccc2N2CCOCC2)c1	?	·
CCC12CN3CCN(CC(C3)/C1=N\NC(=O)Nc1ccccc1)C2	8.1%	-5.9
Cc1cc(C)cc(NC(=O)C2CCCN2/C=C/C(=O)C(F)(F)F)c1 (centres undefined)	9.8%	3.0
CCOC(=O)c1c(CN(C)C)n(-c2ccccc2)c2cc(Br)c(O)cc12	-0.4%	-12.2
CC1CCCCC1NC(=O)CSCC(=O)O (centres undefined)	-12.4%	-12.2
Cc1nc2cc(N3CCCCC3)c(NC(=O)c3ccncc3)cc2c(=O)n1Cc1ccc(Cl)cc1	i	·
CCOC(=O)c1c(C)nc2c(c1-c1cc(OC)ccc1OC)C(=O)c1ccccc1-2	?	·
